# Source: PubChem (National Center for Advancing Translational Sciences (NCATS))
# ALOX12 inh: blocks human arachidonate 12S-lipoxygenase; 580,000 tested, 1.1% active; Potency, µM (doses to about 108 µM), inactives show top-dose activity change, negative = inhibition, actives largely listed as inhibitors; AID 1671190; P18054; purified 12hLO, xylenol orange hydroperoxide absorbance; active = well fitted inhibition curve with a large enough effect; inconclusive = small, poorly fitted or top-dose-only effect, or another doubt; inactive = no such curve, though single readings can be large or run the other way
# Target sequence (P18054 whole entry, looked up): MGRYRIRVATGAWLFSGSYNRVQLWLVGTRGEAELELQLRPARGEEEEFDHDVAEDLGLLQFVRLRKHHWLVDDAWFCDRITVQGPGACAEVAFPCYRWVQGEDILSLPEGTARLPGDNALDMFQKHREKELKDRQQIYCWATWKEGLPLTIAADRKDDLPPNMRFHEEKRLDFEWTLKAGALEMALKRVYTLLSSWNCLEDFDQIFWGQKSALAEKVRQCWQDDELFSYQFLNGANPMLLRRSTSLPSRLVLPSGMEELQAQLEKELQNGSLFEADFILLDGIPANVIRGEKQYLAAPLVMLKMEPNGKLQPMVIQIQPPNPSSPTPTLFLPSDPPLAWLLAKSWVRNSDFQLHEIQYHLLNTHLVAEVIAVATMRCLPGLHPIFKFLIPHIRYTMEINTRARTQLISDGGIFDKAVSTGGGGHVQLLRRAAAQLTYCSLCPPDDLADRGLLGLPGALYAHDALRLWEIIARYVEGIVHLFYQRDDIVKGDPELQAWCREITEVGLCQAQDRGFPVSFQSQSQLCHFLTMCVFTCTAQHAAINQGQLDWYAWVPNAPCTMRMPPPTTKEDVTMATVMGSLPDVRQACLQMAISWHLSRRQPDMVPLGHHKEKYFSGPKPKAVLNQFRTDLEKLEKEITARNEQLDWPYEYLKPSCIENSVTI
#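 Hydroperoxide product was detected by ferrous iron/xylenol orange as the 573 to 405 nm absorbance ratio. Arachidonic acid at 40 uM (final) was turned over for 30 min at room temperature by 150 nM human 12hLO, pH 7.0 Hepes buffer, after 15 min compound preincubation.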
# The depositor's hits bear a star; ? = inconclusive; [ ] = another dose, or the depositor's remark. % is scaled to controls: 0 for no effect and ±100 for the full control effect; potency is read from the fitted curve at half-maximal effect.
ALOX12 inh | compound
? | COC(=O)C1=C(C)N(CC(C)C)C(=S)NC1c1cccc(Br)c1 (stereo unspecified)
-7.0% | COC(=O)C1=C(C)N(Cc2cccc(C(F)(F)F)c2)C(=NCc2ccccc2)NC1c1ccccc1C(F)(F)F (stereo unspecified)
-9.9% | CN(C)C(=O)c1ccc2c(c1)N(C)C(CC(=O)NC(C)(CO)CO)CO2 (stereo unspecified)
47.0%[activator] | O=C1c2c(nc(COc3cccnc3)n2Cc2ccccc2)NCCN1CCOc1ccccc1
? | COc1ccc(-c2nc(N3CCOCC3)cc3c2CN(Cc2cnn(C)c2)C3=O)cc1OC
4.3%[176 µM] | Cc1ccccc1[C@H]1C[C@@H](O)[C@@H](O)[C@@H]1NS(=O)(=O)c1ccc(C#N)cc1
31.0% | CC1Oc2ccc(NC(=O)Cc3ccc(F)cc3)cc2CN(Cc2cc(F)cc(F)c2)C1=O (stereo unspecified)
-3.3%[176 µM] | COCC(=O)N1CCCc2nc(C)nc(-c3ccc(O)cc3)c2C1
8.3%[176 µM] | COC(=O)c1ccc2nc(CO[C@H]3CN(Cc4cccnc4)C[C@H]3F)[nH]c2c1
44.8%[activator][176 µM] | O=C(c1nc(-c2ccccc2)c2ccccn12)N1CCCC1
46.7%[activator] | CN1C(=O)c2cccn2CC1CNC(=O)c1ccoc1 (stereo unspecified)
13.6% | O=C(Nc1ccc([C@@H](O)[C@H]2COCC(=O)N2Cc2ccccc2F)cc1)c1cccs1
48.4%[activator] | O=C(NCc1cn[nH]c1-c1ccc(F)cc1)C1COc2ccccc2C1 (stereo unspecified)
55.6%[activator] | COCC(=O)N1CCCC(c2cc(N3CCOCC3)nc(C)n2)C1 (stereo unspecified)
-19.5%[57.4 µM] | NC1=N[C@@]2(c3cc(NC(=O)c4ccc(F)cn4)ccc3F)COC[C@@H]2CS1
15.8% | CC1=NS(=O)(=O)N(C)C=C1C(=O)OCc1nc(Cc2cccc(C)c2)no1
33.9% | CC(C)CNC(=O)N1CCC2(CC1)CC(N(C)Cc1ccccc1)CCO2 (stereo unspecified)
-4.4% | O=C(Cc1ccc(F)cc1)N1CN=C(C2CCN(Cc3ccc(F)cc3)CC2)N1
12.9% | Cc1cccc(N2CCN(C(=O)c3cc4n(n3)CC(c3ccc(Cl)cc3)OC4)CC2)c1 (stereo unspecified)
13.2% | COc1ccc(C(=O)N2CCC3(CC2)N=C(c2ccc(Cl)cc2)NO3)cc1
? | COc1ccc(CN2CCN(c3nc(C)ccc3C#N)CC2CCO)cc1C (stereo unspecified)
35.3%[activator] | CCn1ncc(C(=O)N2CCC(C3CCN(S(C)(=O)=O)CC3)C2)c1C (stereo unspecified)
-23.5% | Cc1cc(N2CCN(C(=O)OC(C)(C)C)C[C@@H]2C)ccc1N1C[C@@H](C)O[C@@H](C)C1
2.9% | C[C@@H]1CCC2[C@](C)(CO)[C@@H](O)CC[C@]2(C)[C@]12CCC(CO)(CCO)O2 (stereo partly specified)

# Three compounds out of the list above, arranged by the number in ALOX12 inh, descending:
ALOX12 inh | compound
33.9% | CC(C)CNC(=O)N1CCC2(CC1)CC(N(C)Cc1ccccc1)CCO2 (stereo unspecified)
15.8% | CC1=NS(=O)(=O)N(C)C=C1C(=O)OCc1nc(Cc2cccc(C)c2)no1
-4.4% | O=C(Cc1ccc(F)cc1)N1CN=C(C2CCN(Cc3ccc(F)cc3)CC2)N1

# Next section.
ALOX12 inh | compound
29.2% | Cc1cccc2c(C3CCN(S(=O)(=O)c4cc(Cl)cc(Cl)c4)CC3)c[nH]c12
0.0%[6.33 µM] | COc1ccc(C2=NOC3(CCCN([S+](=O)([O-])c4cccc(C(F)(F)F)c4)C3)C2)cc1 (stereo unspecified)
1.2%[176 µM] | O=C1c2cc(N3CCOCC3)nc(-c3ccc(CO)cc3)c2CN1Cc1ccccc1
3.3%[176 µM] | O=C(c1nc(-c2ccsc2)c2ccccn12)N1CCOCC1
21.0% | CN(C)c1ccc(C(=O)NC2CCCN(c3cc(-c4ccccc4)[nH]n3)C2)cc1 (stereo unspecified)
31.9% | Cc1cccc(C(=O)N[C@H]2CN(CCS(C)(=O)=O)C[C@@H]2C(C)C)c1
24.1%[176 µM] | CC1=C[C@@H](CNC(=O)CCC(=O)O)[C@H](C(C)C)C[C@H]1Cc1nc2ccncc2[nH]1
19.7% | CCO[C@H]1CN(C(=O)Cc2ccccc2OCc2ccccc2)C[C@@H]1O
-0.8%[176 µM] | Cc1ccccc1-c1cnc2[nH]cc(CC(=O)N3CCCC3)c2c1
? | COc1ccccc1C(=O)N1CCn2c(nnc2C2CCNCC2)C1
88.9%[activator] | CC(C)Oc1ccc2c(NC(=O)[C@H]3CCC(=O)N3)nn(Cc3ccccc3)c2c1
5.62µM* | CCn1nccc1C(=O)N1CCC2(CC1)NC(=O)N(c1ccccc1)N2
-1.6% | CCCS(=O)(=O)N1CCCN(S(=O)(=O)c2ccccc2)CCC(=O)NCC1
3.4% | CS(=O)(=O)N(C1CC1)C1CCOC2(CCN(C(=O)Cc3ccccc3)CC2)C1 (stereo unspecified)
0.2% | CC(=O)N1CCN(C(=O)c2cnc3c(c2)N(C(=O)Cc2ccc(C(C)C)cc2)CCC3)CC1
7.1% | COc1ccccc1-c1nc(-c2nnn3c2COC(c2ccccc2Cl)C3)no1 (stereo unspecified)
9.3% | CCOc1ccc(NC(=O)Cn2c(=O)c(-c3noc(CC)n3)c3n(c2=O)CCCC3)cc1
31.6%[activator] | Cc1ccccc1N1Cc2c(NCC3CC3)ncnc2N(C)CC1=O
-0.4% | COCCc1noc(C2Cc3ccccc3N2C(=O)NCC(C)C)n1 (stereo unspecified)
44.4%[activator][176 µM] | COc1ccccc1NC(=O)N1CC[C@H]2CC(=O)N([C@H](C(N)=O)C(C)C)CC[C@H]2C1
9.0%[6.33 µM] | O=C1NCc2ccccc2CC12CCN(Cc1ccc(F)cc1O)C2 (stereo unspecified)
15.5% | Cc1nc(C(=O)N2CC[C@H](NC(=O)c3cnccn3)C[C@H]2C(=O)N[C@H](C)C(N)=O)cs1
11.9% | CCc1ccc(S(=O)(=O)N2[C@@H]3CC[C@H]2CC(NC(=O)c2ccc(F)cc2)C3)cc1 (stereo partly specified)
14.2% | Cc1ncc2c(c1CNC(=O)c1ccccc1F)CCN(C(=O)Cc1cccc(F)c1)C2
61.2%[activator] | CCCN1CCCC2(CCN(C(=O)c3ccc4nc(C)sc4c3)C2)C1=O (stereo unspecified)
? | CC(C(C)N1CC(=O)NC(=O)C1)N1CC(=O)NC(=O)C1 (stereo unspecified)
1.9% | O=S(=O)(c1ccccc1C(F)(F)F)N1CCC2(CCCNC2)C1 (stereo unspecified)
-3.1% | CCOC(=O)c1[nH]ncc1C1CC(=O)Nc2n[nH]c(-c3ccccc3)c21 (stereo unspecified)
26.2%[176 µM] | COc1ccc(-c2ccc3ncn(C4CC4)c(=O)c3n2)cn1
50.2%[activator] | CC(CCc1ccccc1)NC(=O)c1ccc(CN2C(=O)NC3(CCOCC3)C2=O)cc1 (stereo unspecified)
67.1%[activator][176 µM] | COc1ccccc1-c1cc2c(ccn2C)c(C(=O)NCc2cnccn2)n1
60.2%[activator][176 µM] | CC(C)C1=NOC2(CCN(Cc3cccc4ccccc34)CC2)C1
-0.9%[6.33 µM] | COc1ccc(N2CC3CCC(C2)N3Cc2ccccc2)cc1
7.4% | Cc1ccc(Cl)cc1NC(=O)Cn1c(C)cc2nc3n(c(=O)c21)CCC3
3.2% | CC(C)c1ccc(S(=O)(=O)N2[C@@H]3CC[C@H]2CC(NC(=O)c2ccncc2)C3)cc1 (stereo partly specified)
18.5%[176 µM] | CC1=C[C@@H](CNC(=O)C2CC2)[C@H](C(C)C)C[C@H]1Cc1nnc(-c2cncn2C)o1

# Retrieved one by one from the entries so far, 2 records:
ALOX12 inh | compound
88.9%[activator] | CC(C)Oc1ccc2c(NC(=O)[C@H]3CCC(=O)N3)nn(Cc3ccccc3)c2c1
1.2%[176 µM] | O=C1c2cc(N3CCOCC3)nc(-c3ccc(CO)cc3)c2CN1Cc1ccccc1

# More compounds
ALOX12 inh | compound
30.3% | CNC(=O)CN(C)C(=O)[C@H]1CN(Cc2ccccc2)C[C@H]1C(=O)O
48.6%[activator] | CCCNC(=O)N(C1CCOCC1)C1CCN(C(=O)c2ccc3ccccc3n2)CC1
24.4% | O=C(NCCN1CCCCC1)c1ccc(-c2nnc3ccc(NC(=O)C4CCC4)cn23)cc1
33.4%[activator] | CCOc1ccccc1CN1C(=O)C2(CCOCC2)CC1c1nnnn1C(C)(C)C (stereo unspecified)
6.3% | CC1C(=O)OC2C1CCC1(C)C3(C)C(=O)C=CC213 (stereo unspecified)
24.3% | COc1ccccc1CC(=O)N1CCC2(CC1)N=C(c1ccc(Cl)cc1)NO2
2.6% | Cc1ccc(CNC(=O)N2CCC(Cn3c(C)cnc3C3CCOCC3)CC2)cc1
3.8%[6.33 µM] | Cc1cc(C)c(S(=O)(=O)c2nnn3c2nc(NCCCOC(C)C)c2ccccc23)c(C)c1
-24.1% | COc1ccccc1CC(=O)N1CCCc2ncc(C(=O)NCCOc3ccccc3)cc21
10.6% | O=C(Cn1nc2n(c1=O)CCCCC2)NCc1ccc2c(c1)OCO2
20.0% | O=C(C1CCCC1)N1CCn2c(nn(-c3ccc([N+](=O)[O-])cc3)c2=O)C1
33.3%[activator] | CN1CCN(c2nc3c(c(=O)[nH]2)CCN(Cc2cccc(F)c2F)CC3)CC1
6.7% | CC(C)NC(=O)CCC[C@@H]1[C@H]2CCCN3CCC[C@@H](CN1C(=O)c1cccnc1)[C@@H]23
16.6% | CC(=O)N1CCC(NC[C@@H]2C=C(C)[C@H](Cc3nc4ccccc4n3C)C[C@H]2C(C)C)CC1
76.9%[activator][176 µM] | Fc1ccc(-c2nnc3ccc(NCc4cnccn4)nn23)nc1
23.7% | CCN1CCN(CCNC(=O)c2nnn3cc(-c4ccccc4)[nH]c(=O)c23)CC1
-27.4% | CCC(C(=O)N1CCN(Cc2ccc(C)c(C)c2)C(=O)C1)n1cccn1 (stereo unspecified)
42.9%[activator] | CN(Cc1csc(-c2ccccc2)n1)c1cc(C2CC(O)C2)nc(N)n1 (stereo unspecified)
33.8%[activator] | COc1cc(C)c(-c2nc(Cn3cccn3)c(C)o2)cc1C
8.9% | CCOc1ccc(-c2noc(-c3ncn4c3COC(c3ccc(OC)cc3)C4)n2)cc1 (stereo unspecified)
32.6%[activator] | CCc1nnc([C@@H]2CC(F)(F)CN2C(=O)c2nccn2C)o1
3.4% | Nc1ccn([C@@H]2O[C@H](C(=O)N[C@H](Cc3ccccc3)C(=O)NCC(=O)N3CCOCC3)[C@@H](O)[C@H]2O)c(=O)n1
65.1%[activator] | Nc1cccc(C(=O)NCC2CCN(Cc3cc(F)cc(F)c3)C2)c1 (stereo unspecified)
25.4% | O=C(NCc1ccc2c(c1)OCO2)C1CCN(c2cn[nH]c(=O)c2)C1 (stereo unspecified)

# Three of the compounds above, with bars between the fields:
canonical_smiles | ALOX12 inh
COc1ccc(-c2ccc3ncn(C4CC4)c(=O)c3n2)cn1 | 26.2%[176 µM]
O=C(NCCN1CCCCC1)c1ccc(-c2nnc3ccc(NC(=O)C4CCC4)cn23)cc1 | 24.4%
COC(=O)C1=C(C)N(Cc2cccc(C(F)(F)F)c2)C(=NCc2ccccc2)NC1c1ccccc1C(F)(F)F (stereo unspecified) | -7.0%

# Compounds from the list above that have a cyano group (2):
ALOX12 inh | compound
4.3%[176 µM] | Cc1ccccc1[C@H]1C[C@@H](O)[C@@H](O)[C@@H]1NS(=O)(=O)c1ccc(C#N)cc1
? | COc1ccc(CN2CCN(c3nc(C)ccc3C#N)CC2CCO)cc1C (stereo unspecified)

# (listing goes on)
ALOX12 inh | compound
-6.9%[176 µM] | COCCCNC(=O)C(C)(C)Oc1nn(Cc2cccc(Cl)c2)c2ccccc12
-3.2% | CC(C)n1cnnc1CC1CCN(C(=O)Nc2ccc3c(c2)OCCO3)CC1
10.1% | O=C(NCc1ccc2c(c1)OCO2)C1CN(Cc2ccccc2)C(=O)N1 (stereo unspecified)
20.1% | O=C(COc1ccc(Cl)cc1)NC1CCc2n[nH]c(=O)n2CC1 (stereo unspecified)
51.3%[activator] | O=C(NCC1CCN(Cc2ccccn2)C1)Nc1ccc(F)cc1 (stereo unspecified)
51.5%[activator] | COC(=O)C1=C(C)N=C2SC=C(CC(=O)NCCCN3CCCC3=O)N2C1c1ccccc1 (stereo unspecified)
21.8% | CN1Cc2nnn(Cc3ccccc3)c2-c2ccccc2S1(=O)=O
? | CCCCS(=O)(=O)N1CC(F)(F)C[C@H]1c1nnc(C)o1
7.4%[6.33 µM] | O=C(Nc1ccc(Cl)cc1Cl)c1cnn2c1CN(C(=O)c1cccnc1)CC2
2.5% | COc1cccc(OCC(=O)c2ccc3c(c2)N(CCCC(=O)NCc2ccccc2)C(=O)CO3)c1
15.1% | Cc1c(-c2ccc(F)cc2)[nH]c2ccc(CNC(=O)[C@@H]3CCCO3)cc12
28.2µM* | CN1C[C@@H](NC(=O)Nc2ccccc2)C[C@H]1c1nc(-c2ccccc2)no1
47.8%[activator] | COc1ccc(-c2ccc3nc(-c4ccc(Cl)cc4)oc3c2)c(OC)c1OC
80.2%[activator] | CC(C)CCN1CCC(N2CCN(C(=O)c3cc(F)cc(F)c3)CC2)C1=O (stereo unspecified)
5.6% | O=c1[nH]nc2n1CCN(Cc1ccncc1)CC2
-9.4%[176 µM] | CC1=C[C@@H](CNC(=O)CCC(=O)O)[C@H](C(C)C)C[C@H]1CC(=O)NCc1cccnc1
-4.7% | CCc1cc(C(=O)N2CCOCC2CC(=O)N2CCSCC2)cs1 (stereo unspecified)
53.0% | CCC(=O)N1CCc2oc(C)c(C(=O)N(C)C)c2C1
18.4% | Cc1nc(-c2ccccc2OC2CN(S(=O)(=O)c3cn(C)cn3)C2)no1

# Only part of the results is shown; count on the stated rates, not on these rows.
